NS5 inhibitors: Dengue-2 NS5 methyltransferase inhibitors, primary screen, biochemical, confirmation dose response (AID 588689); Genome polyprotein (Dengue virus type 2 (strain 16681-PDK53)); Dengue-2 NS5 methyltransferase capping enzyme assay, biochemical; higher % means a stronger effect; one-dose inhibition, % at 25 µM; IC50 in µM for titrated hits; hit rate 0.3% among 340,000; in the data active means a potency from the dose series; inconclusive means inhibition above about 29% without an active follow-up result
SV40 large T antigen: SV40 large T antigen inhibitors, biochemical (AID 1903) | SV40 large T antigen ATPase/helicase inhibition assay; higher % means a stronger effect | one-dose inhibition, % at 20 µM; IC50 in µM for titrated hits | hit rate 0.39% among 310,000; in the data active means a potency from the dose series; inconclusive means inhibition mostly from about 32% at the one dose, without a potency; inactive means the rest, 99 in 100 with inhibition below about 32%; further: strong numbers were not always called active
GPR35 arrestin U2OS: GPR35 antagonists blocking zaprinast-driven arrestin recruitment, primary screen, imaging, U2OS, beta-arrestin-GFP, zaprinast agonist (AID 2058). G-protein coupled receptor 35 (Homo sapiens). U2OS GPR35 beta-arrestin-GFP translocation imaging, zaprinast antagonism; higher % means a stronger effect. inhibition, % at 10 µM, or IC50 in µM where a hit was titrated. hit rate 0.052% among 290,000;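 active means inhibition of at least 50% with at least 30 cells and total cytoplasm GFP at most 10,000,000; inconclusive means under 30 cells or total GFP of 10,000,000 plus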
LYP inhibition: inhibitors of LYP phosphatase, biochemical, fluorescence intensity, uHTS (AID 1779); Tyrosine-protein phosphatase non-receptor type 22 (Homo sapiens); recombinant LYP phosphatase, fluorescence intensity; higher % means a stronger effect; inhibition, % at 11.5 µM, or IC50 in µM where a hit was titrated; hit rate 0.054% among 290,000; in the data active means inhibition above about 50%;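 further: plate controls were vehicle with enzyme for no effect and no enzyme for full effect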
CSM14.1 death rescue: rescue of cells from ER stress-induced death, primary screen, 384-well, CSM14.1, thapsigargin, ATP luminescence (AID 1222) | CSM14.1 thapsigargin-induced death rescue, ATP luminescence; higher % means a stronger effect | cellular ATP content (survival), % at 20 µM; hits with a dose series show EC50 in µM | 190,000 tested, under 10 active;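 active means EC50 below 50 µM in the dose-response confirmation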;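 further: death triggered by thapsigargin at about 15 µM added after 2 h compound pretreatment; cell ATP read after overnight thapsigargin exposure of roughly 18 to 22 hours; normalized against plate controls of thapsigargin alone and 5% DMSO vehicle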
PhoP inhibition: inhibitors of PhoP regulon expression, primary screen, Salmonella Typhimurium, GFP reporter (AID 1863). S. Typhimurium PhoP-regulated promoter GFP reporter, 4 h; higher % means a stronger effect. one-dose inhibition, % at 50 µM; IC50 in µM for titrated hits. hit rate 0.16% among 300,000;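 active means inhibition over 29.93%, a cutoff 3 SD above the screen mean, later confirmed by dose response; inconclusive means inhibition over 29.93% but no dose response follow-up; inactive means inhibition at most 29.93% or unconfirmed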;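 further: 0% = low Mg2+ inducing control and 100% = high Mg2+ repressing control; strong numbers were not always called active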
West Nile virus CPE: West Nile virus antiviral activity, cell-based, CPE readout (AID 1621). West Nile virus-infected cells, CPE inhibition; higher % means a stronger effect. CPE inhibition, % at 10 µM; hits with a dose series show IC50 in µM. hit rate 0.02% among 290,000; in the data active means a potency from the dose series; inconclusive means CPE inhibition mostly from about 3.7% at the one dose, without a potency; inactive means the rest, 99 in 100 with CPE inhibition below about 2.2%; further: strong numbers were not always called active
RSV antiviral HEp-2: RSV antiviral activity via CPE protection, HEp-2 cells, primary 10 µM value included (AID 2391); HEp-2 cells, RSV-induced CPE inhibition; higher % means a stronger effect; CPE inhibition, % at 10 µM; hits with a dose series show IC50 in µM; hit rate 0.13% among 310,000; in the data active means a potency from the dose series; inconclusive means CPE inhibition mostly from about 23% at the one dose, without a potency; inactive means the rest, 99 in 100 with CPE inhibition below about 21%; further: strong numbers were not always called active
Rac1 GTP hydrolysis: MgcRacGAP GTPase-activating activity inhibitors, confirmation, biochemical, ADP Hunter fluorescence | Rac GTPase-activating protein 1 (Homo sapiens) | MgcRacGAP-stimulated Rac1 GTP hydrolysis, ADP Hunter fluorescence; higher % means a stronger effect; GST-tagged Rac1 F28L mutant substrate | inhibition, % at 30 µM; hits with a dose series show IC50 in µM | hit rate 0.6% among 340,000;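 active means first-screen hits whose inhibition reached a set limit at any dose in the follow-up dose series; inconclusive means inhibition above the set first-screen limit but never retested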;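 further: fluorescence reports GDP produced by GAP-driven GTP hydrolysis; strong numbers were not always called active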
* = called active by the depositor; & = joins results of further samples.

What do the screens show for `COc1ccc(Nc2ncnc3ccc(Br)cc23)c(OC)c1`?
NS5 inhibitors: -14%; SV40 large T antigen: 13%; GPR35 arrestin U2OS: 17%; LYP inhibition: -9%; PhoP inhibition: -1%; West Nile virus CPE: -1.3%; RSV antiviral HEp-2: 1.0%; Rac1 GTP hydrolysis: 7%

How did Cc1cccc(NCc2nc(SCC(=O)Nc3ccccc3Br)n[nH]2)c1 do in these assays?
NS5 inhibitors: 4%; SV40 large T antigen: 4%; GPR35 arrestin U2OS: -6%; LYP inhibition: -10%; PhoP inhibition: 10%; West Nile virus CPE: -0.2%; RSV antiviral HEp-2: 21%; Rac1 GTP hydrolysis: 11%

How did N[C@@H](CO)c1nnc([C@H](CCC(=O)O)NC(=O)C2CCNCC2)o1 do in these assays?
NS5 inhibitors: 2%; SV40 large T antigen: 6%; GPR35 arrestin U2OS: 5%; LYP inhibition: -2%; CSM14.1 death rescue: -0.7%; PhoP inhibition: 5%; West Nile virus CPE: 0.2%; RSV antiviral HEp-2: 0.6%; Rac1 GTP hydrolysis: -1%

How did CCOc1ccc(OCCC(=O)OCC(=O)Nc2cc(C)nn2-c2ccccc2)cc1 do in these assays?
NS5 inhibitors: 4%; SV40 large T antigen: 6%; PhoP inhibition: 5%; RSV antiviral HEp-2: 0.7%; Rac1 GTP hydrolysis: 9%

How did O=C(NCCS(=O)(=O)N1CCN(c2ccccc2F)CC1)C1CC(=O)N(c2ccc(F)cc2)C1 (stereo not drawn) do in these assays?
NS5 inhibitors: -9%; SV40 large T antigen: 2%; GPR35 arrestin U2OS: 13%; LYP inhibition: -13%; PhoP inhibition: -4%; West Nile virus CPE: -0.1%; RSV antiviral HEp-2: -0.3%; Rac1 GTP hydrolysis: 7%

How did CCOC(=O)c1oc2cc(C)cc(O)c2c(=O)c1-c1csc(C)n1 do in these assays?
NS5 inhibitors: 3%; SV40 large T antigen: -3%; GPR35 arrestin U2OS: -12%; LYP inhibition: -5%; CSM14.1 death rescue: -2.0%; PhoP inhibition: -1%; West Nile virus CPE: 0.2%; RSV antiviral HEp-2: 4.1%; Rac1 GTP hydrolysis: 9%

How did O=C(N/N=C/c1ccccn1)c1cc(-c2ccccc2Cl)n[nH]1 do in these assays?
NS5 inhibitors: -2%; SV40 large T antigen: 6%; GPR35 arrestin U2OS: 5%; LYP inhibition: -6%; CSM14.1 death rescue: -2.2%; PhoP inhibition: -17%; West Nile virus CPE: -1.1%; RSV antiviral HEp-2: 3.6%; Rac1 GTP hydrolysis: 9%

Results for O=S(=O)(Cc1ccc(Cl)cc1)N1CCN(c2ncccn2)CC1 ?
NS5 inhibitors: 1%; SV40 large T antigen: 26%; GPR35 arrestin U2OS: -4%; LYP inhibition: -11%; PhoP inhibition: -5%; West Nile virus CPE: -1.5%; RSV antiviral HEp-2: 2.8%; Rac1 GTP hydrolysis: 4%

How did NC(=O)Cn1c(=O)n(C2CCCCC2)c(=O)c2c3c(sc21)CCCCC3 do in these assays?
SV40 large T antigen: 11%; GPR35 arrestin U2OS: -16%; LYP inhibition: -3%; CSM14.1 death rescue: 0.8%; PhoP inhibition: -5%; West Nile virus CPE: 0.6%; RSV antiviral HEp-2: 9.5%; Rac1 GTP hydrolysis: 4%

What do the screens show for `Cc1c(OCC(=O)NCCN2CCOCC2)ccc2c(-c3ccccc3)cc(=O)oc12`?
NS5 inhibitors: -9%; SV40 large T antigen: 8%; GPR35 arrestin U2OS: -2%; LYP inhibition: -4%; PhoP inhibition: -11%; West Nile virus CPE: 0.0%; RSV antiviral HEp-2: 1.1%; Rac1 GTP hydrolysis: -5%

What do the screens show for `Cc1ccc(C)c(N2CCN(CCCNC(=O)CCC(=O)N3CCOc4ccc(Cl)cc43)CC2)c1`?
SV40 large T antigen: 10%; GPR35 arrestin U2OS: 23%; LYP inhibition: -5%; PhoP inhibition: -4%; West Nile virus CPE: 40%

How did CCCCNC(=O)Nc1c(C(=O)OC)[nH]c2ccc(C)cc12 do in these assays?
NS5 inhibitors: -8%; SV40 large T antigen: 1%; GPR35 arrestin U2OS: -2%; LYP inhibition: -12%; CSM14.1 death rescue: 18%; PhoP inhibition: -1%; West Nile virus CPE: 0.0%; RSV antiviral HEp-2: 1.7%; Rac1 GTP hydrolysis: 5%

Results for COc1cccc2cc(S(=O)(=O)c3ccccc3)c(=Nc3ccc4c(c3)OCCO4)oc12 ?
NS5 inhibitors: 2%; SV40 large T antigen: 2%; GPR35 arrestin U2OS: 6%; LYP inhibition: 6%; CSM14.1 death rescue: -2.9%; PhoP inhibition: -1%; West Nile virus CPE: 0.9%; RSV antiviral HEp-2: 12%; Rac1 GTP hydrolysis: 6%

How did S=C(Nc1ccc(Cl)cc1)N1CCCC1 do in these assays?
NS5 inhibitors: -2%; SV40 large T antigen: 4%; GPR35 arrestin U2OS: -4%; LYP inhibition: -7%; CSM14.1 death rescue: -0.4%; PhoP inhibition: -1%; West Nile virus CPE: -0.2%; RSV antiviral HEp-2: 1.2%; Rac1 GTP hydrolysis: 7%

Results for OCCN1C[C@H](O)[C@@H](O)[C@H](O)[C@H]1CO ?
SV40 large T antigen: 21%&6%; GPR35 arrestin U2OS: -22%; LYP inhibition: -8%; CSM14.1 death rescue: -2.9%; PhoP inhibition: 6%&-8%; West Nile virus CPE: 0.0%; RSV antiviral HEp-2: -2.1%

Results for COC(=O)/C=C(\C)NC(=O)c1cccs1 ?
NS5 inhibitors: -3%; SV40 large T antigen: 6%; GPR35 arrestin U2OS: -6%; LYP inhibition: -7%; CSM14.1 death rescue: -2.3%; PhoP inhibition: 0%; West Nile virus CPE: 1.6%; RSV antiviral HEp-2: 0.9%; Rac1 GTP hydrolysis: 3%

How did Cn1c(N)c(C(=O)Nc2c(Cl)cccc2Cl)sc1=S do in these assays?
NS5 inhibitors: 1%; SV40 large T antigen: 10%; GPR35 arrestin U2OS: 4%; LYP inhibition: -6%; PhoP inhibition: -6%; West Nile virus CPE: 0.1%; Rac1 GTP hydrolysis: -11%

How did COc1ccc(-c2nc(NC(=O)Cn3cnnn3)sc2C)cc1 do in these assays?
NS5 inhibitors: -6%; SV40 large T antigen: 12%; GPR35 arrestin U2OS: 19%; LYP inhibition: -4%; CSM14.1 death rescue: -2.4%; PhoP inhibition: 0%; West Nile virus CPE: -0.7%; RSV antiviral HEp-2: 7.1%; Rac1 GTP hydrolysis: 5%

Results for Cc1nc(SCC(=O)N2c3ccccc3Sc3ccccc32)n[nH]1 ?
NS5 inhibitors: -1%; SV40 large T antigen: 13%; GPR35 arrestin U2OS: -1%; LYP inhibition: -4%; CSM14.1 death rescue: -0.2%; PhoP inhibition: -10%; West Nile virus CPE: 0.7%; RSV antiviral HEp-2: 1.6%; Rac1 GTP hydrolysis: 8%

How did COc1ccc(NC2CCCN(C(=O)c3cccc(N(C)C)c3)C2)cc1 (stereo not drawn) do in these assays?
NS5 inhibitors: -1%; GPR35 arrestin U2OS: -16%; LYP inhibition: -9%; West Nile virus CPE: 0.1%; Rac1 GTP hydrolysis: 85µM*

How did O=C(NC(=S)Nc1ccccc1N1CCOCC1)c1ccc(-c2cccc(Cl)c2)o1 do in these assays?
NS5 inhibitors: -1%; SV40 large T antigen: -3%; GPR35 arrestin U2OS: -10%; LYP inhibition: 3%; CSM14.1 death rescue: 3.9%; PhoP inhibition: -15%; West Nile virus CPE: 0.0%; RSV antiviral HEp-2: 8.0%; Rac1 GTP hydrolysis: 6%

What do the screens show for `COc1ccc(S(=O)(=O)N2CCN(C3CCCC(C)C3)CC2)cc1` (stereo not drawn)?
NS5 inhibitors: -2%; SV40 large T antigen: 13%; GPR35 arrestin U2OS: -2%; LYP inhibition: -9%; PhoP inhibition: 10%; West Nile virus CPE: -1.1%; RSV antiviral HEp-2: 0.2%; Rac1 GTP hydrolysis: 20%

What do the screens show for `COc1cc(/C=N/NC(=O)Cc2csc(N3CCOCC3)n2)cc(OC)c1O`?
NS5 inhibitors: -9%; SV40 large T antigen: 5%; GPR35 arrestin U2OS: -12%; LYP inhibition: -2%; CSM14.1 death rescue: -1.7%; PhoP inhibition: 8%; West Nile virus CPE: 0.8%; RSV antiviral HEp-2: 8.3%; Rac1 GTP hydrolysis: 10%

How did CCOC(=O)C1=C(c2ccccc2)NC(=O)NC1c1cc(OC)c(OC)cc1OC (stereo not drawn) do in these assays?
NS5 inhibitors: -2%; SV40 large T antigen: 0%; GPR35 arrestin U2OS: 7%; LYP inhibition: -6%; PhoP inhibition: 13%; West Nile virus CPE: -1.2%; RSV antiviral HEp-2: 1.4%; Rac1 GTP hydrolysis: 8%

What do the screens show for `O=c1[nH]c2ccc(NC(=S)Nc3ccc(Cl)cc3Cl)cc2[nH]1`?
NS5 inhibitors: -6%; SV40 large T antigen: inconclusive; GPR35 arrestin U2OS: 7%; LYP inhibition: -6%; CSM14.1 death rescue: 3.8%; PhoP inhibition: -1%; West Nile virus CPE: 0.3%; RSV antiviral HEp-2: 1.5%; Rac1 GTP hydrolysis: 14%

Results for O=C(CN1C(=O)c2ccccc2S1(=O)=O)N1CCN(c2ccccc2)CC1 ?
NS5 inhibitors: -2%; SV40 large T antigen: 20%; GPR35 arrestin U2OS: 10%; LYP inhibition: -12%; CSM14.1 death rescue: -2.5%; PhoP inhibition: -4%; West Nile virus CPE: 0.8%; RSV antiviral HEp-2: 0.5%; Rac1 GTP hydrolysis: 9%

How did O=C1CCN(S(=O)(=O)c2ccc(Cl)cc2)CCN1 do in these assays?
NS5 inhibitors: 5%; SV40 large T antigen: 10%; GPR35 arrestin U2OS: -5%; LYP inhibition: -8%; PhoP inhibition: 1%; West Nile virus CPE: -0.1%; RSV antiviral HEp-2: -1.9%; Rac1 GTP hydrolysis: 1%

How did CCOC(=O)CNCCC(=O)c1ccc(Br)cc1 do in these assays?
NS5 inhibitors: -7%; SV40 large T antigen: 23%; GPR35 arrestin U2OS: 14%; LYP inhibition: 0%; CSM14.1 death rescue: 19%; PhoP inhibition: 7%; West Nile virus CPE: 0.8%; RSV antiviral HEp-2: 1.6%; Rac1 GTP hydrolysis: 10%

2 entries picked at random from those above:
How did Cn1c(N)c(C(=O)Nc2c(Cl)cccc2Cl)sc1=S do in these assays?
NS5 inhibitors: 1%; SV40 large T antigen: 10%; GPR35 arrestin U2OS: 4%; LYP inhibition: -6%; PhoP inhibition: -6%; West Nile virus CPE: 0.1%; Rac1 GTP hydrolysis: -11%

How did O=C1CCN(S(=O)(=O)c2ccc(Cl)cc2)CCN1 do in these assays?
NS5 inhibitors: 5%; SV40 large T antigen: 10%; GPR35 arrestin U2OS: -5%; LYP inhibition: -8%; PhoP inhibition: 1%; West Nile virus CPE: -0.1%; RSV antiviral HEp-2: -1.9%; Rac1 GTP hydrolysis: 1%

High-throughput results (PubChem BioAssay)
